Screening data (PubChem)
AmpC det inh: blocks E. coli AmpC beta-lactamase in presence of detergent; 71,000 compounds, 0.09% hits; Potency, µM (highest dose often 28.7 µM), inactives show at the top dose activity change, negative = inhibition; P00811; purified AmpC, nitrocefin hydrolysis with detergent; active = well fitted curve in the direction sought with a large enough effect
Target sequence (P00811 whole entry, looked up): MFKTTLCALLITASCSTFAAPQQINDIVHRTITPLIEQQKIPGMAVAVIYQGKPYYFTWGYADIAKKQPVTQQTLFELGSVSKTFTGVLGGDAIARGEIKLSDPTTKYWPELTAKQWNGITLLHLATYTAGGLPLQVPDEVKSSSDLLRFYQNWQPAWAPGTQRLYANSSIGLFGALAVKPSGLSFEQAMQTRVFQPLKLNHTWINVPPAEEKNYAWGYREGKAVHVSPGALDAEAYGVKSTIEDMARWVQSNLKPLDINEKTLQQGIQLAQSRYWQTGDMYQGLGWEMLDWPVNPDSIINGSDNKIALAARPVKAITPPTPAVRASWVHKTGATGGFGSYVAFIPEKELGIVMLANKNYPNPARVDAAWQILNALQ
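E. coli AmpC (5.3 nM) in 20 mM phosphate pH 7.0 with 0.01% Triton X-100, preincubated 15 min RT with compound; nitrocefin (2 uL of 800 uM stock) hydrolysis followed by 480 nm absorbance every 20 s over 4 min.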
An asterisk follows results filed as active; [ ] = remark or other dose. % is set by controls: 0 for no effect and ±100 for the full control effect; potency is the fitted concentration of half-maximal effect. The list is partial, so the mix of outcomes need not match the whole.

SMILES | AmpC det inh
COc1cccc(-c2nn(C)c3sc(C(=O)N4CCOCC4)cc23)c1 | 1%
CCn1cc(C(=O)N2CC=C(c3ccccc3)CC2)c(=O)c2ccc(C)nc21 | 16%
O=C1c2ccccc2-c2ccc(NC(=O)[C@H]3CCCC[C@@H]3C(=O)O)cc21 | -5%[5.75 µM]
CCCN(CC(=O)c1cc(C)n(C)c1C)S(=O)(=O)c1cccc(C(F)(F)F)c1 | 9%
CC(C)N(C(=O)CSc1nc2c([nH]1)c(=O)n(C)c(=O)n2C)c1ccccc1 | 7%
COc1ccc(NC(=O)c2oc3ccccc3c2NC(=O)c2ccc3c(c2)OCO3)cc1 | -1%
COc1ccc(N2CCN(Cc3nc4c(c(=O)n(C)c(=O)n4C)n3Cc3cccc(C)c3)CC2)cc1 | 3%
CN(C)C(=O)c1ccc(COc2ccccc2Br)o1 | -2%
CCOC(=O)CNC(=O)CSc1nc(C)cc(C)c1C#N | -5%
O=C(c1ccccc1)N1CCCCC(Sc2nnnn2-c2ccccc2)C1=O (stereo unspecified) | 0%
O=c1cc(-c2ccccc2)nc2nc(-c3ccco3)[nH]n12 | -9%
CCOC(=O)N1CCN(C(=O)c2ccc3c(=O)n(CCC4=CCCCC4)c(=O)[nH]c3c2)CC1 | -5%
Cc1cc(NC(=O)CCC(=O)N(C2CC2)C2(C(=O)NC3CCCC3)CCC(C)CC2)no1 (stereo unspecified) | -3%
Cc1ccc(CS(=O)(=O)CCC(=O)NCC2CCCO2)cc1 (stereo unspecified) | -1%
CCOCc1nnc(NC(=O)CSc2ccccc2)s1 | -5%
CCOC(=O)C1=C(C)NC2=C(C(=O)CCC2)C1c1ccc(N(C)C)cc1 (stereo unspecified) | 7%
CC(C)(C)c1ccc(OCC(=O)N2CCN(C=O)CC2)cc1 | -2%
COc1ccccc1N1CCN(S(=O)(=O)c2cccc(F)c2)CC1 | -5%
Cn1c2ccccc2c2nnc(SCN3C(=O)c4ccccc4C3=O)nc21 | -6%
Cc1nn2c(c1-c1ccccc1)NC1=C(C(=O)CCC1)C2c1cccnc1 (stereo unspecified) | -3%
CC[C@@H](CO)NC(=O)[C@H]1C=C2c3cccc4c3c(cn4C)C[C@H]2N(C)C1 | -6%
Cc1cccc(NC(=O)c2ccccc2C(=O)O)c1 | -5%
CCCN(C#N)c1nc(NCC)nc(NC(C)C)n1 | -1%
CC1(C)CC(=O)C(C=NCc2cccnc2)=C(O)C1 | 14%
CCOC(=O)C(CCCOc1cccc(OC)c1)C(=O)OCC | -4%
CCOC(=O)C1CCN(S(=O)(=O)Cc2ccccc2)CC1 | 7%
Cn1c(SCC(=O)NCc2ccc3c(c2)OCO3)nc2scc(-c3cccs3)c2c1=O | -4%
Cn1c(SCC(=O)NCC2CCCO2)nnc1-c1ccc(S(=O)(=O)N2CCCC2)cc1 (stereo unspecified) | -1%
COC(=O)c1cccc(S(=O)(=O)N2CCC(C)CC2)c1 | -3%
Cc1noc(C)c1-c1nccc(NCc2cccnc2)n1 | 6%

Some of the entries above in a different format:
Structure: CC[C@@H](CO)NC(=O)[C@H]1C=C2c3cccc4c3c(cn4C)C[C@H]2N(C)C1
  AmpC det inh: -6%

Structure: Cc1cccc(NC(=O)c2ccccc2C(=O)O)c1
  AmpC det inh: -5%

Next compounds
SMILES | AmpC det inh
O=C(O)CCCC(=O)NCc1ccccn1 | -1%
Cc1cccc(C(=O)O)c1 | 7%
O=C(c1ccc(S(=O)(=O)N2CCOCC2)cc1)N1CCc2ccccc2C1 | -4%
N#Cc1ccccc1NC(=O)CSc1nnc(-c2ccccc2)n1-c1ccccc1 | -1%
COC(=O)c1ccc(C(NC(=O)OCc2ccccc2)/C(F)=C/[C@@H](C)C(=O)NCCc2c[nH]c3ccc(OC)cc23)cc1 (stereo partly specified) | 13%
Clc1ccc2nc(N3CCCCC3)sc2c1 | -1%
c1ccc(Cn2nnnc2C(c2cccs2)N2CCc3ccccc3C2)cc1 (stereo unspecified) | 1%
COC(=O)c1ccc(S(=O)(=O)N2C3CCC2CC(NC(=O)NC2CCCCC2)C3)cc1 (stereo unspecified) | -2%
CC[C@H]1C2=C3C(CC[C@H]4C(OCc5ccc(F)cc5C(F)(F)F)OC[C@](C)([C@@H]34)N(C(=O)OC(C)(C)C)C2)C(COC)C1COC (stereo partly specified) | -1%
Cc1ccccc1OCC(=O)OC(C)CN1CCN(C)CC1 (stereo unspecified) | -3%
COc1ccc(CNc2ccnc(-c3ccccc3OC)n2)c(OC)c1 | 11%
CC(C)COc1ccc(/C(O)=C2/C(=O)C(=O)N(CCN(C)C)C2c2ccncc2)cc1 (stereo unspecified) | 1%
CC(CCc1ccccc1)NC(=O)c1nnc(Cc2ccc(F)cc2)o1 (stereo unspecified) | 9%
Clc1ccc(OCCCc2nc(-c3cccnc3)no2)c(Cl)c1 | -8%
COc1ccc(-c2cc(C(F)(F)F)nc(SCC(=O)NCc3ccco3)n2)cc1OC | -2%
COC(=O)c1[nH]c2c(c1C)C(=O)CC(c1cc(OC)ccc1OC)C2 (stereo unspecified) | 4%
Cc1ccccc1CS(=O)(=O)Cc1ccc(C(=O)NCc2cccnc2)o1 | 4%
Cc1ccc(C(=O)NCc2ccc3c(c2)OCO3)cc1S(=O)(=O)N1CCOCC1 | -3%
CC1(C)Cc2c(c(N3CCOCC3)nc3sc(C(=O)N4CCCCC4)c(N)c23)CO1 | 25%
CNc1nc(-c2ccc(Cl)cc2)cs1 | -3%
C=CCSc1nsc(N)n1 | -2%
CSc1nc2ccc(S(=O)(=O)NC3CCCCC3)cc2s1 | 7%
Cc1c(C(=O)OC2CCCCC2)[nH]c2c1C(=O)CC(C)(C)C2 | 2%
CC(=O)CCc1ccc(OC(=O)c2cccnc2)cc1 | 7%
c1ccc(-c2cnnc(N3CCCCC3)n2)cc1 | -2%
CC(=O)OC(C(=O)n1nc(C)cc1C)c1ccccc1 (stereo unspecified) | -2%
CCOC(=O)c1[nH]c(C)c(CN(CCc2ccccc2)S(C)(=O)=O)c1C | 11%
COc1ccc(NC(=O)N2CC3(CCN(C(=O)c4cccn4C)CC3)C2)cc1 | 0%
CCOC(=O)c1cc2sc(C)cc2n1CC(=O)N1CCc2ccccc21 | 1%
COc1ccc2c(c1)CC(C1(O)C(=O)Nc3ccccc31)C2=O (stereo unspecified) | -2%
COc1ccc(Cl)c(Cn2c(NCc3ccco3)nc3c2c(=O)n(C)c(=O)n3C)c1 | -4%
Cc1cc(C(=O)N2CCN(C(=O)C3CCCO3)CC2)no1 (stereo unspecified) | -2%
CC(=O)Nc1cccc(NC(=O)c2sc3ncn(CC(=O)N4CCCCC4)c(=O)c3c2C)c1 | -5%
CCOc1nc(-c2ccc(C)cc2)ccc1-c1noc(-c2cccnc2)n1 | -2%
Cn1c(O)c(C=NCCN2CCN(C(=O)c3ccccc3)CC2)c(=O)n(C)c1=O | -2%
COc1ccc(-n2nc(C(=O)NCC(=O)N3CCN(c4ccccn4)CC3)c3ccccc3c2=O)cc1 | 3%
N#CC1=C(N)N(c2ccccc2Sc2ccccc2)C(=O)C1 | -1%
Cc1cc(C(=O)CSc2nnc(-c3ccccc3)n2Cc2ccc3c(c2)OCO3)c(C)n1C | -1%
COC(=O)C1=C(C)N(c2cc(Cl)cc(Cl)c2)C(=O)C1 | 7%
O=C(NCCCn1ccnc1)c1csc2ccccc12 | -2%
O=C1NC(c2ccc3c(c2)OCO3)Oc2ccccc21 (stereo unspecified) | -3%
c1ccc(-c2ccc(-n3ccnc3)cc2)cc1 | -2%
COC(=O)c1c(N)c(C#N)c(C)n1-c1ccccc1 | -8%
CC1CCN(CCC(=O)N2CCCc3c2c(=O)oc2ccc(O)cc32)CC1 | 0%
Cc1ccc(S(=O)(=O)Cc2cn3cccnc3n2)cc1 | -1%
COc1cc2c(c(OC)c1)C(c1cccc(OC)c1OC)CC(=O)N2 (stereo unspecified) | 3%
CCC(C)(C)n1nnnc1C(c1cc2cc(C)cc(C)c2[nH]c1=O)N1CCCC1 (stereo unspecified) | 7%
O=C(Nc1ccc2oc(-c3cccnc3)nc2c1)c1cc2ccccc2o1 | 2%
CCOC(=O)C1=C(C)Nc2ncnn2C1/C=C/c1ccccc1 (stereo unspecified) | -6%
C[C@@H]1C=C[C@](Cc2ccccc2)(C(=O)NCC2CC2)N1C(=O)c1ccccc1 | 16%
Additional entries.
SMILES | AmpC det inh
O=S(=O)(NCC(c1cccnc1)N1CCN(c2ccccc2)CC1)c1cc(F)ccc1F (stereo unspecified) | -5%
CCC(=O)N1c2ccccc2NC2=C(C(=O)CC(c3ccco3)C2)C1c1ccco1 (stereo unspecified) | 7%
CC(=O)Nc1cc(OC(C)=O)c2nonc2c1OC(C)=O | -6%
CC1CCCN(C(=O)CN2CCN(C(=O)c3ccco3)CC2)C1 (stereo unspecified) | 5%
CCOC(=O)C1CCN(c2c(NCc3ccc(C(=O)NCCOC)cc3)c(=O)c2=O)CC1 | -1%
CCOC(=O)c1ccc(NC(=O)CC2SC(=NC)N(C)C2=O)cc1 (stereo unspecified) | 1%
CCOC(=O)c1sc2nc(-c3ccco3)c3c(c2c1N)CC(C)(C)OC3 | 1%
COc1ccc(O)c(C(=O)CC(=O)c2ccc(F)cc2)c1 | 7%
Cn1c(=O)c(-c2cccs2)nc2cnc(N3CCOCC3)nc21 | 2%
CN(C)C1NC(=O)c2cc(-c3ccccc3)sc2N1 (stereo unspecified) | -3%
Cc1csc(SCCn2c(N3CCN(c4ccccc4)CC3)nc3c2c(=O)[nH]c(=O)n3C)n1 | -2%
c1ccc(N2CCN(c3ncnc4sc5c(c34)CCC5)CC2)cc1 | -6%
Cc1cc(C)n(CC(O)COCc2ccccc2)n1 (stereo unspecified) | 3%
O=C(c1ccc(Cl)s1)N1CCOCC1 | -3%
CCOC(=O)c1ccc(NC(=O)C(CC)(CC)C(=O)OCC)cc1 | 15%
CCOc1cc(C(=O)NCCOC)cc(OCC)c1OCC | -2%
Cc1nc(N2CCCC2)c2nnn(Cc3ccccc3Cl)c2n1 | 13%
CCC(=O)N1CCN(c2ccccc2NC(=O)COc2cccc(C)c2)CC1 | -4%
CC1CN(C(=O)CN2C(=O)NC(C)(c3ccccc3)C2=O)CC(C)O1 (stereo unspecified) | 2%
CC(C)(C)NC(=O)COC(=O)c1ccc(O)cc1 | 10%
CSCC[C@@H](N)P(C)(=O)O | -5%[5.75 µM]
COc1ncc2nc(CCc3ccccc3)c(=O)n(C)c2n1 | 6%
Oc1c(C(c2ccco2)N2CCC3(CC2)OCCO3)sc2ncnn12 (stereo unspecified) | 10%
Cc1nc(C)c(C(=O)C2=C(O)C(=O)N(CCCn3ccnc3)C2c2ccc(Cl)cc2)s1 (stereo unspecified) | -4%
CCCc1cc(=O)[nH]c(SCC(=O)N(CC)Cc2ccccc2)n1 | -3%
CN(C)Cc1ccccc1-c1nc(NC2CCNCC2)c2ccccc2n1 | 14%
CCOc1ccccc1Nc1nnc(SCC(=O)N2CCCC2)s1 | 9%
CCOCc1nnc(NC(=O)CCc2ccccc2)s1 | -5%
CC(C)(N=NC(C)(C)C(=N)N)C(=N)N | -4%[5.75 µM]
CC(C)NC(=O)[C@H]1C[C@@H]1[C@H](NC(=O)OCc1ccccc1)c1ccccc1 | -2%

Some of these compounds in order of formula weight, falling:
SMILES | AmpC det inh
Cc1nc(C)c(C(=O)C2=C(O)C(=O)N(CCCn3ccnc3)C2c2ccc(Cl)cc2)s1 (stereo unspecified) | -4%
CCC(=O)N1CCN(c2ccccc2NC(=O)COc2cccc(C)c2)CC1 | -4%
CC(C)NC(=O)[C@H]1C[C@@H]1[C@H](NC(=O)OCc1ccccc1)c1ccccc1 | -2%
CCOc1ccccc1Nc1nnc(SCC(=O)N2CCCC2)s1 | 9%
Oc1c(C(c2ccco2)N2CCC3(CC2)OCCO3)sc2ncnn12 (stereo unspecified) | 10%
CCCc1cc(=O)[nH]c(SCC(=O)N(CC)Cc2ccccc2)n1 | -3%
Cc1nc(N2CCCC2)c2nnn(Cc3ccccc3Cl)c2n1 | 13%
CCOc1cc(C(=O)NCCOC)cc(OCC)c1OCC | -2%
COc1ncc2nc(CCc3ccccc3)c(=O)n(C)c2n1 | 6%
CCOCc1nnc(NC(=O)CCc2ccccc2)s1 | -5%
Cc1cc(C)n(CC(O)COCc2ccccc2)n1 (stereo unspecified) | 3%
CC(C)(C)NC(=O)COC(=O)c1ccc(O)cc1 | 10%
O=C(c1ccc(Cl)s1)N1CCOCC1 | -3%
CC(C)(N=NC(C)(C)C(=N)N)C(=N)N | -4%[5.75 µM]
CSCC[C@@H](N)P(C)(=O)O | -5%[5.75 µM]

The listing continues.
SMILES | AmpC det inh
O=C(c1cccc(F)c1)N1CCN(C(=O)C2CC2)CC1 | 7%
COc1ccc(Cl)cc1-c1nc(-c2ccc(Br)o2)no1 | 13%
CCCCn1c(CN2CCN(C(=O)OCC)CC2)nc2c1c(=O)n(C)c(=O)n2C | 15%
Cc1cnc(C(=O)OCC(=O)NC(=O)NC(C)C)cn1 | 8%
CCOc1ccc(Br)cc1/C=N/O | 0%
O=c1c2c(-c3ccccc3)csc2nc2n1CCC2 | -4%
COc1cccc(C2NC(CCSC)(C(=O)O)C3C(=O)N(C(C)C)C(=O)C23)c1O (stereo unspecified) | 10%
COc1ccc(/C=N/n2cnnc2SCc2ccc(OC)cc2)cc1 | 6%
CCOc1cccc(C(=O)Nc2cccnc2)c1 | -4%
CCN1CCN(C(c2cccs2)C(C)NS(=O)(=O)c2ccc(Br)cc2)CC1 (stereo unspecified) | 2%
COCCOC(=O)C1=C(C)NC2=C(C(=O)CCC2)C1c1ccc2c(c1)OCO2 (stereo unspecified) | -3%
O=CNC1CCCc2c1[nH]c1ccc(Cl)cc21 (stereo unspecified) | -1%
O=C(Nc1nc2c(s1)C(=O)CCC2)c1ccccc1 | 7%
CCN1CCN(CCCNC(=O)Cn2cc3c(n2)CCCC3)CC1 | 4%
